TEAD-YAP inh = TEAD-YAP interaction inhibition, primary screen, TEAD-YAP interaction inhibitor project, luminescence, HEK-TIYL cells; TEAD-Gal4/YAP UAS-luciferase luminescence; inhibition, % at 9.12 µM; 1.4% of 640,000 active; in the data active = inhibition above about 32%;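 note: 0% = median of test compound wells and 100% = reference inhibitor wells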
FBW7 activator = FBW7 E3 ligase activators, primary screen, biochemical, AlphaScreen, human; F-box/WD repeat-containing protein 7 (Homo sapiens), Q969H0; AlphaScreen FBW7–phospho-cyclin E peptide binding, activator screen; normalized activity (activation), % at 26.1 µM; 0.13% of 650,000 active; AID 1259310, 2017; in the data active = normalized activity above about 1.9%;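 note: purified mutant Fbw7 with reduced substrate affinity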
Target sequence (Q969H0 whole entry, looked up): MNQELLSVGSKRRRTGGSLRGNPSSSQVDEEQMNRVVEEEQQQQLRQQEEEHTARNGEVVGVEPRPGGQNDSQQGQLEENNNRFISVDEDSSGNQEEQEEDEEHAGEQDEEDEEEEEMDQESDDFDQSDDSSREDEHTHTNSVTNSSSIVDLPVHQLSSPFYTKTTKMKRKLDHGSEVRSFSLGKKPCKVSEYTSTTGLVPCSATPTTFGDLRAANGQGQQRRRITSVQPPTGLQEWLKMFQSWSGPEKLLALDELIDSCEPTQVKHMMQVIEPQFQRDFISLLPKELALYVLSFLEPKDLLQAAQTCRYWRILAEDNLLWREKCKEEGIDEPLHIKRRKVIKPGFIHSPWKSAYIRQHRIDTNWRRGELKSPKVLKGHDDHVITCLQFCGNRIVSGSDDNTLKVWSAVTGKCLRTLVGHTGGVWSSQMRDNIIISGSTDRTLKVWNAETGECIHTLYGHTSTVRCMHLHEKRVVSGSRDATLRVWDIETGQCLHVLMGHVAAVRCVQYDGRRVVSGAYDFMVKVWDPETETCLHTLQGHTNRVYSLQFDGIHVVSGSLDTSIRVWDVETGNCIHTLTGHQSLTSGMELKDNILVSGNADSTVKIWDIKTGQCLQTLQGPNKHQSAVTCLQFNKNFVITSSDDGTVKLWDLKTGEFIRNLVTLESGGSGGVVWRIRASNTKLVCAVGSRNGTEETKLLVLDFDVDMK
GPR151 ag = activators of human GPR151, primary screen, cell-based, PathHunter beta-arrestin, luminescence; G-protein coupled receptor 151 (Homo sapiens), Q8TDV0; PathHunter beta-arrestin GPR151 cells; activation, % at 11.2 µM; 1% of 650,000 active; in the data active = activation above about 4.9%;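 note: 0% = median of compound wells and 100% = cells with positive control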
Target sequence (Q8TDV0 whole entry, looked up): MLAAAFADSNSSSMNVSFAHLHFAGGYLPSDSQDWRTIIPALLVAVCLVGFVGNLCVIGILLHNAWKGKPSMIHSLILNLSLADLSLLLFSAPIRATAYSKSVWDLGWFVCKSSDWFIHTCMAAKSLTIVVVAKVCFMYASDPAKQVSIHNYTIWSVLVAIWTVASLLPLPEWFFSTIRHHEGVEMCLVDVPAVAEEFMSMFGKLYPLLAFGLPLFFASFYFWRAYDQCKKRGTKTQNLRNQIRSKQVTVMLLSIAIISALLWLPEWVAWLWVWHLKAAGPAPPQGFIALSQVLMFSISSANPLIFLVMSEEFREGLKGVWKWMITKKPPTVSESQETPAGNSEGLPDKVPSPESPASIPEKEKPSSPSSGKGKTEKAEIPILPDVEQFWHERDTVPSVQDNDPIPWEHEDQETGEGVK
MITF primary = MITF inhibitors, primary screen, biochemical, AlphaScreen, human. Microphthalmia-associated transcription factor (Homo sapiens), O75030. AlphaScreen MITF homodimerization, bead proximity signal. inhibition, % at 2.6 µM. 0.91% of 650,000 active. AID 1259374, 2018; in the data active = inhibition above about 50%;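 note: 0% = vehicle wells with protein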
Active calls of the source: *; & = joins results of further samples.

A first look:
SMILES	TEAD-YAP inh	FBW7 activator	GPR151 ag	MITF primary
CCN1CCN(Cc2nnnn2Cc2ccco2)CC1	17	0.0	-1.2	10
CSc1ncccc1C(=O)OCc1c(C)noc1C	-5	0.0	3.0	-5
Cn1c(NC(=O)c2cccs2)cc(=O)n(C)c1=O	2	0.0	-1.0	-2
Cc1c(/C=N/NC(=O)COc2ccc([N+](=O)[O-])cc2Br)c2ccccc2n1C	-2	-0.2	-0.6	-3
COc1ccccc1NC(=O)CN1CCN(S(=O)(=O)c2ccc(Cl)cc2)CC1	-1	0.1	0.9	15
CCCC1CCc2c(sc(NS(=O)(=O)c3ccc(NC(C)=O)cc3)c2C(N)=O)C1 (configuration not stated)	1	-0.1	10*	6
COc1ccc(S(=O)(=O)NCc2ccc(C)cc2)cc1Br	5	-0.1	0.1	12

This part in full, from the start:
SMILES	TEAD-YAP inh	FBW7 activator	GPR151 ag	MITF primary
CCN1CCN(Cc2nnnn2Cc2ccco2)CC1	17	0.0	-1.2	10
CSc1ncccc1C(=O)OCc1c(C)noc1C	-5	0.0	3.0	-5
Cn1c(NC(=O)c2cccs2)cc(=O)n(C)c1=O	2	0.0	-1.0	-2
Cc1c(/C=N/NC(=O)COc2ccc([N+](=O)[O-])cc2Br)c2ccccc2n1C	-2	-0.2	-0.6	-3
COc1ccccc1NC(=O)CN1CCN(S(=O)(=O)c2ccc(Cl)cc2)CC1	-1	0.1	0.9	15
CCCC1CCc2c(sc(NS(=O)(=O)c3ccc(NC(C)=O)cc3)c2C(N)=O)C1 (configuration not stated)	1	-0.1	10*	6
COc1ccc(S(=O)(=O)NCc2ccc(C)cc2)cc1Br	5	-0.1	0.1	12
O=C(CSc1ncnc2sc3c(c12)CCCC3)Nc1ccc2c(c1)OCCO2	5	-0.2	-0.4	-3
O=C(Nc1ccc2cn[nH]c2c1)[C@@H](O)COc1ccc(Br)cc1	8	0.1	-1.0	12
CCOC(=O)C1=C(C)N=c2s/c(=C\c3ccc(-c4ccccc4C(=O)O)o3)c(=O)n2C1c1ccc(SC)cc1 (configuration not stated)	7	-0.2	0.0	-2
CCOC(=O)c1oc2cc(OCc3ccc(C(=O)OC)o3)ccc2c(=O)c1-c1ccc(C(=O)OC)o1	4	0.0	-0.2	14
Cc1ccc(C=C2C(=O)OC(C)(C(C)(C)C)OC2=O)o1 (configuration not stated)	-17	0.2	-0.5	9
CC(C)Cc1nc(SC(C)C(=O)Nc2ccc(Cl)cc2)n[nH]1 (configuration not stated)	6	0.2	2.4	0
CN(C(=S)SSC(=S)N(C)C1CCS(=O)(=O)C1)C1CCS(=O)(=O)C1 (configuration not stated)	4	-0.2	1.8	-6
CCOC(=O)C1=C(C(=O)OCC)SC(=C2C(=S)C(C)(C)N(C)c3ccc(C)cc32)S1	2	-0.6	-0.9	42
COc1ccc(S(=O)(=O)N2CCCC(C(=O)Nc3c4c(nn3C)CCC4)C2)cc1 (configuration not stated)	12	-0.1	1.5	-1
COc1ncc(-c2cnc3c(NC4CCC(O)CC4)nccn23)c(OC)n1 (configuration not stated)	10	-0.3	0.8	1
N#CCCn1cc(/C=C/C(=O)O)c(-c2cc3ccccc3o2)n1	-3	0.0	-1.3	1
COc1ccc(CC(C#N)(CO)c2nc3ccccc3[nH]2)cc1 (configuration not stated)	-1	0.0	1.9	11
CCN1CCN(C(=O)C2CCCN(c3nn4cc(-c5ccc(C)cc5)nc4s3)C2)CC1 (configuration not stated)	-20	-0.2	-1.0	-8
N#C/C(=C\c1ccc(OCC(N)=O)cc1)C(=O)Nc1ccc(F)cc1	5	-0.1	-0.3	-8
CCOc1ccc(C(=O)N2CC(C)CC(C)C2)cc1 (configuration not stated)	-5	0.1	1.0	-3
CCOc1cc(/C=C2\SC(=Nc3cc(C)cc(C)c3)NC2=O)ccc1OCc1ccc([N+](=O)[O-])cc1	-6	-0.4	0.5	-1
CC(=O)Oc1ccccc1-c1nc2s/c(=C\c3cn(-c4ccccc4)nc3-c3ccc(OC(C)C)cc3)c(=O)n2n1	11	-0.3	2.2	-6
CC(C)COc1ccc(C(NC(=O)/C=C/c2ccccc2)NC(=O)/C=C/c2ccccc2)cc1	2	0.1	-1.3	-6

6 structures from above, ordered by number of heavy atoms, highest first.
SMILES	TEAD-YAP inh	FBW7 activator	GPR151 ag	MITF primary
COc1ccc(S(=O)(=O)N2CCCC(C(=O)Nc3c4c(nn3C)CCC4)C2)cc1 (configuration not stated)	12	-0.1	1.5	-1
COc1ncc(-c2cnc3c(NC4CCC(O)CC4)nccn23)c(OC)n1 (configuration not stated)	10	-0.3	0.8	1
N#C/C(=C\c1ccc(OCC(N)=O)cc1)C(=O)Nc1ccc(F)cc1	5	-0.1	-0.3	-8
COc1ccc(CC(C#N)(CO)c2nc3ccccc3[nH]2)cc1 (configuration not stated)	-1	0.0	1.9	11
CC(C)Cc1nc(SC(C)C(=O)Nc2ccc(Cl)cc2)n[nH]1 (configuration not stated)	6	0.2	2.4	0
CCOc1ccc(C(=O)N2CC(C)CC(C)C2)cc1 (configuration not stated)	-5	0.1	1.0	-3

(next part)
SMILES	TEAD-YAP inh	FBW7 activator	GPR151 ag	MITF primary
O=C1CS/C(=N/S(=O)(=O)c2ccccc2)N1Cc1ccccc1	12	-0.1	-0.5	5
COc1ccc(N(CC(O)CN2CCOCC2)S(=O)(=O)c2ccc(C)cc2)cc1 (configuration not stated)	8	0.5	1.6	12
Cc1cc(C)c(OCC(=O)Nc2ccccc2)c(C)c1	-1	0.5	-0.7	7
CC1(C)CC(c2csc(N)n2)CCO1 (configuration not stated)	-10	0.0	0.7	14
Cc1ccn(Cc2n[nH]c(=S)n2Cc2ccccc2)n1	4	0.0	-0.6	8
O=C(O)c1ccc(/C=N/NC(=O)c2ccc(N/N=C/c3ccc(C(=O)O)cc3)cc2)cc1	-8	0.0	-3.4	-5
N#C/C(=C/c1cn(CCC(N)=O)c2ccccc12)c1ccc([N+](=O)[O-])cc1	12	-0.1	0.0	6
CCOC(=O)c1c(NC(=O)CSc2nnc(CNC(=O)c3cccc(C)c3)n2-c2cccc(Cl)c2)sc2c1CCC2	-4	-0.1	2.5	-7
N=C(N)Sc1cn(CCNC(=O)c2ccc(F)cc2)c2ccccc12	15	0.0	1.2	-18
Cc1c(Cl)cccc1NC(=O)N[C@H]1C[C@H]2C(=O)N3CCC[C@@H]3C(=O)N2C1	-2	0.2	-1.4	4
O=[N+]([O-])c1ccc2c(c1)C=C1CCCCC1(NCc1ccccc1)O2 (configuration not stated)	5	0.0	-0.7	14
COc1cccc(-c2ccc(C(=O)NCCc3ccccn3)c(NCC3CC3)n2)c1	-10	0.7	0.1	11
CC(C)c1[nH]nc2c1C1(CCN(Cc3ccccc3)CC1)C(C#N)=C(N)O2	-19	0.1	-1.4	3
COC(F)(C(=O)Oc1cc([N+](=O)[O-])ccc1Cl)C(F)(F)F (configuration not stated)	1	-0.2	0.4	-3
CNC(=O)/C(=C/c1ccc(Br)cc1)NC(=O)c1ccc([N+](=O)[O-])cc1	7	0.2	-0.8	5
Cc1ccc(/C(O)=C2/C(=O)C(=O)N(CCC(=O)O)C2c2cccc(F)c2)cc1 (configuration not stated)	0	0.1	-1.5	0
CCOc1ccc(/C=N/NC(=O)CCC(=O)Nc2ccc(F)cc2)cc1	9	0.5	-0.8	9
CCCCC(=O)Nc1ccc(C(=O)OC)cc1	-22	0.4	0.3	0
Cc1ccc(OCc2ccc(C(=O)NNC(=S)NCC3CCCO3)o2)c([N+](=O)[O-])c1 (configuration not stated)	3	-0.1	5.8*	20
CCC(=O)N1c2ccccc2NC2=C(C(=O)CC(C)(C)C2)C1c1ccc(F)cc1 (configuration not stated)	14	-0.1	0.8	-6
C=CCOC(=O)C1=C(C)Nc2nnnn2C1c1cccc(OC)c1 (configuration not stated)	50*	0.0	-0.8	12
Nc1ccc(N2CCN(C(=O)c3ccco3)CC2)cc1	5	-0.2	-1.8	-4
O=S(=O)(c1ccccc1)N(CC(O)CN1CCCC1)c1ccccc1 (configuration not stated)	12	-0.1	0.4	-1
Cc1ccc(Cl)cc1N1CCN(C(=O)Cn2c(=O)oc3ccccc32)CC1	-3	0.3	1.0	5
COc1ccc(N=Cc2c(O)[nH]c3ccccc23)c(OC)c1	-47	-0.2	-1.5	3
The listing continues:
SMILES	TEAD-YAP inh	FBW7 activator	GPR151 ag	MITF primary
CCOC(=O)c1csc(NC(=O)c2cccs2)n1	-59	0.0	0.7	-6
COc1ccc(NS(=O)(=O)c2cccc(C(=O)NN)c2)cc1	4	0.7	-1.5	13
CC(C)CCC(=O)N1CCOc2ccc(C(C)(O)CN(C)C)cc2C1 (configuration not stated)	-3	-0.1	0.5	-1
CCCS(=O)(=O)NCc1c(C)ncc2c1CCN(C(=O)/C=C/c1cccc(F)c1)C2	4	0.2	-1.0	18
COC(=O)COc1ccc(S(=O)(=O)Nc2ccc(NC(C)=O)cc2)cc1C	2	0.1	6.2*	6
CCOc1ccc(NC(=O)C(Br)C(C)C)cc1 (configuration not stated)	-11	0.0	1.6	10
N#Cc1cc2c(=O)n3ccccc3nc2n(-c2ccccc2C(F)(F)F)c1=O	0	0.1	-0.8	16
COc1ccc(Cl)cc1N1CC(C(=O)Nc2ccc(Br)cc2)CC1=O (configuration not stated)	3	-0.1	-1.1	0
CN(C)S(=O)(=O)c1ccc(S(=O)(=O)Nc2ccc3c(c2)C(=O)OC3)cc1	-6	-0.3	-0.6	-3
CCN(CC)c1ccc2cc(-c3nc4ccccc4s3)c(=O)oc2c1	77*	0.0	-1.4	-6
Cc1cc2nn(-c3ccc(Cl)cc3)nc2cc1NC(=O)c1ccc(Br)o1	0	1.1	-1.3	20
Cc1nc2nc(CN)nn2c(C)c1CCC(=O)Nc1cccc(Cl)c1	6	-0.1	0.1	5
COc1ccccc1NC(=O)c1cc(C(=O)Nc2ccccc2OC)n(C)n1	-5	0.0	2.7	0
CCOc1ccc(C=Nc2cccc([N+](=O)[O-])c2)c(O)c1	-13	-0.1	0.6	2
C=CCn1c(C)cc(C2=NNC(=NCC)SC2)c1C	100*	-0.2	-11	-4
CC(=O)Nc1ccc(N2CCN(Cc3ccccc3)CC2)cc1	2	-0.1	3.3	13
O=[N+]([O-])c1ccc(-c2ncccc2O)cc1	-3	0.2	4.0	-10
O=S(=O)(c1ccccc1)c1nc(-c2ccco2)oc1NCCN1CCOCC1	7	-0.2	-0.9	2
CCOc1ccccc1N1CC(C(N)=O)CC1=O (configuration not stated)	-3	0.1	0.8	16
CC(C)Oc1ccc(/C=C2/NC(=O)NC2=O)cc1	-9	-0.2	-1.1	-3
O=C(Nc1c2c(nn1-c1ccc(F)cc1)CS(=O)(=O)C2)c1ccc(S(=O)(=O)N2CCCCC2)cc1	-6	0.1	-0.5	2
Cc1c(C(=O)O)sc2ncn(C)c(=O)c12	-3	0.0	1.9	-4
O=C(CNC(=O)c1ccccc1O)N/N=C/c1ccccn1	-15	-0.3	-2.2	-10
COc1ccc(C(=O)CCC(=O)Nc2cccc(C)c2)cc1	0	-0.1	1.2	-1
COc1cc(C)c(C)cc1S(=O)(=O)NC1CCCCC1C (configuration not stated)	2	-0.1	8.8*	5
Next structures.
SMILES	TEAD-YAP inh	FBW7 activator	GPR151 ag	MITF primary
O=C(Nc1nnc(Cc2ccc([N+](=O)[O-])cc2)s1)C(=O)c1c[nH]c2ccccc12	0	0.1	0.8	9
O=C(NCc1ccccc1)c1ccc2c(c1)nc(SCc1cc(=O)n3ccccc3n1)n1c3ccccc3nc21	-12	0.4	1.1	15
CC(C)c1ccc(CNNC(=O)c2ccccc2)cc1	-47	-0.1	-2.1	1
COc1ccc(-n2c(=O)cc(N3CC(C)OC(C)C3)[nH]c2=O)cc1 (configuration not stated)	-7	-0.1	-0.7	1
NC(=O)NCCCC(=O)OCC(=O)c1ccc2ccccc2c1	0	0.1	-1.6	7
C(=N/N=C(\Cc1nc2ccccc2[nH]1)c1ccccc1)/c1cccnc1	-59	-0.2	-1.4	-5
COc1ccc(N2C(=O)C3C(C2=O)C2(C)c4ccccc4C3(C)c3ccccc32)cc1 (configuration not stated)	-8	-0.1	-1.4	-6
O=C(NC1CCCCC1)O/N=C\c1ccccc1Cl	3	0.1	0.3	-2
COC(=O)c1ccc2c(=O)n(Cc3ccc(C(=O)NCCCN4CCN(c5ccccc5F)CC4)cc3)c(=S)[nH]c2c1	1	0.1	0.1	8
COc1ccc(C2SC(C)C(=O)N2c2ccc(N3C(=O)C(C)SC3c3ccc(OC)cc3)cc2)cc1 (configuration not stated)	12	-0.1	-1.6	1
COc1ccc(C2SCCN2C(=O)c2ccc([N+](=O)[O-])cc2)cc1 (configuration not stated)	-8	-0.1	-1.7	22
C=CCOc1c(Br)cc(CNCCN(C)C)cc1OC	8	-0.2	2.0	6
CC(C)(C)c1ccccc1OCC(O)CN1CCOCC1 (configuration not stated)	11	0.1	0.1	4
CCCCCC(O)C1C(=O)OC(C)C(O)/C=C/C=C/C=C/C=C/C=C(\C)C(O)CC(O)CC(O)CC(O)CC(O)CC(O)CC1O (configuration not stated)	6&-9	0.3&-0.1	2.2&-0.1&1.4	-3&10&-5
CCOC(=O)c1c(C)c(C(=O)NCc2ccccn2)c(C)n1CC	-3	-1.2	0.9	24
CCOc1cc(/C=c2\sc3n(c2=O)C(c2ccc(OC)cc2OC)C(C(C)=O)=C(C)N=3)ccc1OCc1ccccc1Cl (configuration not stated)	-4	1.1	-1.0	6
Cc1ccc2c3c(ccc2n1)NC1=C(C(=O)CCC1)C3c1cccnc1 (configuration not stated)	-14	0.5	-1.4	8

Compound activity from PubChem.
